# PKM2 act – increases activity of human pyruvate kinase M2; P14618; purified PKM2, Kinase-Glo ATP luminescence, activation; response scale: 0% is enzyme alone, no compound; Potency, µM (top dose mostly 57.5 µM), for the others: top-dose activation, hits mostly activators; hit rate 0.34% among 260,000; AID 1631; note: potency is the fitted concentration of half-maximal effect; % is set by controls: 0 for no effect and ±100 for the full control effect; nearly all actives have a fitted effect of over 55% in size
#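 Purified hPK-M2 (>95%) run at intermediate activity with 0.1 mM ADP and 0.5 mM PEP in 50 mM imidazole pH 7.2, KCl, MgCl2; 1 h room temperature. ATP formed read by Kinase-Glo luminescence; normalized to uninhibited and no-enzyme controls.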
# Rab9 prom act – Rab9 promoter activation; Huh7 Rab9 promoter-luciferase reporter, luminescence, 24 h; Potency, µM (highest dose often 9.22 µM), for inactives: at the top dose activation, negative = inhibition, most hits filed as activators; hit rate 2.8% among 320,000; AID 485297; note: potency is the fitted concentration of half-maximal effect; % of control where 0% means no effect; nearly all actives have a fitted effect of over 60% in size
#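 Quantitative HTS format; Huh7 Rab9-luciferase reporter cells (1500/well) receive compound 2 h post-plating, incubate 24 h at 37 °C, then get luciferase reagent for 10 min before luminescence reading.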
# FLuc counter – counter-screen for miR-21 project: firefly luciferase inhibitors or activators. P08659. purified FLuc, Km substrates, luminescence inhibition. Potency, µM (series often up to 57.5 µM), for inactives: top-dose activity change, negative = inhibition, most hits filed as inhibitors. hit rate 6.9% among 360,000. AID 588342;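 note: potency is the fitted concentration of half-maximal effect; plate controls were vehicle for no effect and reference inhibitor for full effect; nearly all actives have a fitted effect of over 55% in size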
#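 Biochemical qHTS of compounds, final roughly 60 µM downward over six points, against 10 nM purified firefly luciferase using Km concentrations of substrates (10 uM D-luciferin, 10 uM ATP) in Tris acetate pH 7.5 buffer; luminescence output.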
# NPC1 promoter act – activators of NPC1 promoter; hit rate 2.4% among 320,000; Huh7 NPC1 promoter luciferase reporter, 24 h; Potency, µM (top dose mostly 9.22 µM), for inactives: at the top dose activation, hits mostly activators;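 note: potency is the fitted concentration of half-maximal effect; % of control where 0% means no effect; nearly all actives have a fitted effect of over 60% in size; reporter is driven by a mutant NPC1 promoter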
#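 Quantitative HTS used a cell-based reporter: Huh7 cells stably bearing the NPC1 promoter upstream of luciferase were treated with compounds for 24 h, and promoter activation was read as luminescence.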
# BRCA1 expr act – BRCA1 expression activation. MCF7-BRCA1-FFLuc reporter, luminescence, 48 h; response scale: scaled: vehicle 0%, 10 µM genistein 100%. Potency, µM (titrated, usually from 46.1 µM), inactives show at the highest dose activation, most hits filed as activators. hit rate 1.1% among 380,000. AID 624202; note: potency is the fitted concentration of half-maximal effect; nearly all actives have a fitted effect of over 80% in size; some results filed as inactive show a strong effect at the top dose
#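 Using MCF7 cells harboring a BRCA1 firefly luciferase reporter, plated 2 h before compound pinning, the screen measured luminescence after 48 h incubation. Responses were normalized to DMSO and 10 microM genistein, then fitted for concentration-effect.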
# RORgamma inh – inhibitors of mouse ROR gamma transcriptional activity. P51450. Drosophila S2 Gal4-RORgamma UAS-luciferase reporter, 20 h. Potency, µM (highest dose often 53.6 µM), without a hit: at the highest dose activity change, negative = inhibition, usual class: inhibitors. hit rate 5.4% among 310,000; note: potency is the fitted concentration of half-maximal effect; % is set by controls: 0 for no effect and ±100 for the full control effect; nearly all actives have a fitted effect of over 60% in size
#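 Stable Schneider cell line, Gal4 DNA-binding domain fused to ROR gamma, UAS-luciferase. Cmpd 1 hr RT → CuSO4 700 uM final → 20 hr RT → luciferase reagent 10 min → luminescence.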
# VP16 counter – inhibits Gal4-VP16 luciferase reporter, ROR gamma counter-screen. Potency, µM (highest dose often 53.6 µM), for the others: at the top dose activity, negative = inhibition, hits mostly inhibitors. Drosophila S2 Gal4-VP16 UAS-luciferase, luminescence, 20 h. hit rate 3.5% among 310,000;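 note: Gal4-VP16 expression switched on by copper sulfate through the metallothionein promoter; potency is the fitted concentration of half-maximal effect; % is set by controls: 0 for no effect and ±100 for the full control effect; nearly all actives have a fitted effect of over 50% in size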
# p53 reactivator – mutant p53 re-activation in reporter cells | H1299 p53-A138V BP100-luciferase reporter, luminescence, 24 h | Potency, µM (doses to about 92.2 µM), for inactives: top-dose activity change, positive = activation, usual class: activators | hit rate 0.063% among 320,000; note: potency is the fitted concentration of half-maximal effect; % of control where 0% means no effect; nearly all actives have a fitted effect of over 45% in size
#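 H1299 (p53-null), stable ts p53-A138V + BP100-Luc; 1000 cells/well, Opti-MEM/10% FBS; cpd 4 pt, 1:5; 24 h, 37 deg C, 5% CO2; detection reagent 10 min RT; luminescence.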
# Menin-MLL TR inh – inhibitors of human menin-MLL interaction, mutant MLL peptide | O00255 | Menin + Texas Red MLL mutant peptide, fluorescence polarization | Potency, µM (highest dose often 61.6 µM), for the others: at the top dose FP activity change, negative = inhibition, hits mostly inhibitors | hit rate 0.23% among 270,000 | AID 1768; active = well fitted inhibition curve with a large enough effect in the polarisation, with a control signal flat, not every such curve was filed as active; inconclusive = small, poorly fitted or top-dose-only effect, or effect the other way, or a change in a side signal; inactive = no such curve, though single readings can be large or run the other way; the % refers to the polarisation; note: potency is the fitted concentration of half-maximal effect; % of control where 0% means no effect; many of its hits are not listed in these tables
# Target sequence (O00255 whole entry, looked up): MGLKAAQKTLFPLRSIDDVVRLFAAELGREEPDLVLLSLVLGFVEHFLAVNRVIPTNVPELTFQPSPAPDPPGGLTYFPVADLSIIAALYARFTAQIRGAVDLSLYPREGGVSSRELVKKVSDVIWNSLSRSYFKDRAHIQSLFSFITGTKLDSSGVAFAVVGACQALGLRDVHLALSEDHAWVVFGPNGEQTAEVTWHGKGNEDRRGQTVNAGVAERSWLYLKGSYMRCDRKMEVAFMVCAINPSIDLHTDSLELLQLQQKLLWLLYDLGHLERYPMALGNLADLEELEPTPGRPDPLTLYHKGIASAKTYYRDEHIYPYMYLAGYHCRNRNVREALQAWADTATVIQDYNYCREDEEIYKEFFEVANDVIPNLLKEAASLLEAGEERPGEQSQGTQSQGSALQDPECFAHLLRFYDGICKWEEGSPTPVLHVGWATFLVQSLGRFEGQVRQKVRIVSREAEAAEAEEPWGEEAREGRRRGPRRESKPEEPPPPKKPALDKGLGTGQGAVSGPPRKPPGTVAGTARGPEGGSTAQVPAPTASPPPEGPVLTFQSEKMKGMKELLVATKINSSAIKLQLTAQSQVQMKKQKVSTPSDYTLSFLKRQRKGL
# Giardia kill – Giardia lamblia killing; Giardia lamblia trophozoite viability; hit rate 0.15% among 340,000; activity change, % at 7.66 µM, hits read low; in the data active = activity change below about -80%; inconclusive = between about -30% and that limit;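 note: parasites exposed to compound for two days anaerobically before the ATP read; % is set by controls: 0 for no effect and ±100 for the full control effect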
#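 Anaerobic 48 hrs incubation at 37 deg C of 100 trophozoites/well with test compounds; ATPLite 1-Step luminescence, 15-30 min RT, reports cellular ATP as viability.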
# ELG1 genotoxic – genotoxicity induction in ELG1-luciferase HEK293T cells; AID 504466; HEK293T ELG1-luciferase reporter, luminescence, 16 h; Potency, µM (titrated, usually from 46 µM), for the others: at the highest dose activity change, positive = activation, hits mostly activators; hit rate 1.3% among 330,000; note: potency is the fitted concentration of half-maximal effect; % of control where 0% means no effect; nearly all actives have a fitted effect of over 60% in size
#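 Quantitative HTS format in 1536-well plates. HEK293T ELG1-luciferase reporter cells receive test compound and are incubated 16 hr at 37 °C, 5% CO2; ONE-Glo added, 30 min room temperature, then luminescence read.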
# * hit, by the source's call; ? = inconclusive; . = no result given; [ ] = remark or other dose. Unless noted, calls come from the whole dose curve; as a rule, active = well fitted curve in the direction sought with a large enough effect; inconclusive = small, poorly fitted or top-dose-only effect, or another doubt; inactive = no such curve, though single readings can be large; an effect the other way counts as inactive or inconclusive. This is a subset, so the mix of outcomes need not match the whole.
Molecule,BRCA1 expr act,Rab9 prom act,ELG1 genotoxic,FLuc counter,Menin-MLL TR inh,p53 reactivator,RORgamma inh,NPC1 promoter act,Giardia kill,VP16 counter,PKM2 act
O=C(COC(=O)CCC(=O)c1cccs1)NCc1ccco1,7%,-1%,-2%,2%,27%,10%,2%[0.365 µM],-3%,7,.,?
Cc1ccc2c(=O)c(CN3CCCCCC3)c(C)[nH]c2c1C,-14%,-2%,0%,2%,0%,-3%,-13%,1%,21,-4%,.
CC(=O)C1=C(O)C(=O)N(c2ccc(O)cc2)C1c1ccccc1Cl (stereo not drawn),-5%,-4%,-15%,1%,9%,17%,-1%,1%,2,0%,0%
COc1ccc(NC(=O)CSc2nc(C(C)C)nc3c2c(=O)n(C)c(=O)n3C)c(OC)c1,6%,-1%,5%,6%,.,-6%,0%,0%,1,5%,3%
Clc1ccccc1CN(Cc1ccccc1)C(c1cccs1)c1nnnn1C1CCCC1 (stereo not drawn),-44%,.,.,-3%,1%,.,17%,.,-15,?,6%
O=C(N/C(=C\c1ccco1)C(=O)N1CCOCC1)c1ccccc1Cl,9%,-13%,9%,0%,-11%,0%,-4%,-4%,7,-2%,-11%
CCOc1ccc(NC(=O)CSc2nc3nc(C)cc(C)n3n2)cc1,-1%,-1%,-7%,0%,-2%,-4%,?,-3%,0,11µM*,-4%
COc1ccc(C(=O)CSc2nnc(-c3ccco3)c(-c3ccco3)n2)cc1,-22%,0%,-4%,?,?,10%,1%,-7%,-5,3%,3%
CCC(=O)Nc1ccc(F)c(Cl)c1,11%,0%,0%,0%,7%,-9%,7%[0.365 µM],0%,-10,.,2%
CCOc1ccccc1N(C)C(=O)Cn1ncc2c([nH]c3ccc(C)cc32)c1=O,-49%,-2%,-7%,-1%,-16%,-2%,26%,-3%,18,-6%,.
O=C(NCc1cccs1)C1CCN(S(=O)(=O)c2ccc(Br)s2)CC1,-30%,-3%,0%,8%,6%,-5%,15%,-2%,0,19%,27%
N#Cc1cccc(NC(=O)C2CCCN(C(=O)c3ccc(Cl)cc3)C2)c1 (stereo not drawn),-22%,2%,-7%,-1%,.,-1%,.,-8%,6,.,.
Cc1cc(NC(=O)CN2CCN(C)CC2)no1,-8%,-3%,0%,1%,-4%,1%,-12%,-2%,6,9%,-4%
O=C(NCCc1ccccc1)c1nc2c(nnn2Cc2ccccc2Cl)c(=O)[nH]1,-6%,-2%,1%,3%,0%,-5%,-23%,-2%,10,13%,3%
O=C(NCc1ccco1)c1n[nH]c(=O)c2ccccc12,4%,12%,4%,0%,3%,-1%,?,0%,-9,1%,6%
CN1CCC(=O)N([C@H](CO)Cc2ccccc2)CC1,1%,1%,-4%,-1%,8%,12%,-3%,0%,10,-5%,0%
COc1ccc(CNC(=O)c2c(C)nc3ccccn23)cc1,-36%,-2%,-7%,1%,-2%,7%,?,-1%,1,?,?
O=C(Nc1ccccc1Cl)N1CCN(C/C=C/c2ccccc2)CC1,-6%,1%,-1%,3%,-14%,0%,24%,-2%,-6,-13%,6%
Cc1ccc(C=Nc2ccccc2C(N)=O)o1,9%,3.5µM*,?,27µM*,-19%,?,?,?,1,20µM*,-18%
CC(C)(Oc1ccc(Cl)cc1)C(=O)O/N=C(\N)c1ccncc1,-36%,0%,0%,-1%,-10%,-2%,0%,1%,8,-1%,.
Cc1ccc(S(=O)(=O)N(C)CC(=O)N2CCN(Cc3ccccc3)CC2)cc1,-2%,-9%,-4%,-8%,.,-9%,34%,3%,25,-1%,0%
COc1ccc(COc2ccc3c(C)cc(=O)oc3c2)cc1,2.5µM*,?,9.2µM*,5.4µM*,?,.,28%,2.2µM*,7,-15%,1%[11.5 µM]
C[C@@H]1C(c2ccccc2)=NN(c2ccccc2)[C@H]1C(=O)N1CCOC1=O,0%,.,7%,.,?,1%,29%,.,-7,8%,.
Cc1ccc(S(=O)(=O)N2CCN(Cc3cc(=O)n4ccccc4n3)CC2)cc1C,-12%,-3%,-2%,-2%,.,?,.,-2%,24,.,.
Cc1ccc2nc(CNC(=O)C3CCC(=O)N(Cc4ccccc4F)C3)cn2c1 (stereo not drawn),-10%,2%,0%,-2%,.,-1%,6%,-6%,12,-3%,.
O=c1c(C(c2ccc(F)cc2)c2c(O)nc3n(c2=O)CCS3)c(O)nc2n1CCS2,0%,1%,0%,1%,.,-1%,-1%,-5%,7,-6%,0%
O=S(=O)(c1ccccc1)N1CCN(c2ncnc3sc(-c4ccccc4)cc23)CC1,4%,-5%,-4%,-3%,-5%,-2%,16%,-2%,5,?,2%
COC(=O)c1ccccc1NC(=O)C1CCN(C(=O)c2ccc(OC)cc2)CC1,1%,5%,1%,2%,-9%,1%,2%,0%,-2,0%,-1%
C/C=C\C=C/C(=O)Nc1cccc(C2=NOC3(C2)C[C@@H](C(N)=O)N(C(=O)/C=C/C=C\C)C3)c1 (stereo partly drawn),4%,5%,6%,19µM*,.,4%,-1%,8%,16,3%,1.4µM*
CC(=O)c1ccc(NC(=O)CN2CCOCC2)cc1,0%,0%,5%,3%,14%,.,-13%,-2%,-1,22%,1%

# Three entries out of the list above, arranged by their value in p53 reactivator, smallest number first.
compound	p53 reactivator
O=C(NCCc1ccccc1)c1nc2c(nnn2Cc2ccccc2Cl)c(=O)[nH]1	-5%
C/C=C\C=C/C(=O)Nc1cccc(C2=NOC3(C2)C[C@@H](C(N)=O)N(C(=O)/C=C/C=C\C)C3)c1 (stereo partly drawn)	4%
COc1ccc(CNC(=O)c2c(C)nc3ccccn23)cc1	7%

# Rab9 prom act, entries above that show a hit
molecule	Rab9 prom act	Menin-MLL TR inh	p53 reactivator	RORgamma inh	NPC1 promoter act
Cc1ccc(C=Nc2ccccc2C(N)=O)o1	3.5µM*	-19%	?	?	?

# (listing goes on)
Molecule,BRCA1 expr act,Rab9 prom act,ELG1 genotoxic,FLuc counter,Menin-MLL TR inh,p53 reactivator,RORgamma inh,NPC1 promoter act,Giardia kill,VP16 counter,PKM2 act
Cc1cc(C(C)(C)C)n2nc(C)c(-c3ccccc3)c2n1,-12%,-1%,0%,-1%,?,2%,-9%,1%,10,-5%,.
Cc1nc2cc(-c3ccccc3)nn2c(C)c1CCC(=O)NCc1ccco1,-20%,3%,-3%,?,-16%,4%,33%,6%,0,2%,1%
COc1ccc(C)cc1S(=O)(=O)N1CCN(S(=O)(=O)c2cc(C(=O)O)ccc2C)CC1,0%,0%,0%,0%,2%,.,0%,-3%,-11,1%,-1%
CC(C)(C)c1cc(C(=O)NCCCn2ccnc2)cc(C(C)(C)C)c1,-13%,3%,-3%,-2%,?,-5%,17%,7%,30[activator],1%,.
Cc1oc2cc3oc(=O)c(CCC(=O)NCCCn4ccnc4)c(C)c3cc2c1C,47%,-4%,1%,-3%,-10%,.,-19%,-1%,4,-4%,-1%
CCOc1ccc2[nH]c(=O)c(CN(CCN3CCOCC3)Cc3nnnn3C(C)(C)CC)cc2c1,4%,-8%,0%,3%,-1%,8%,-4%,2%,-25,1%,-5%
COc1cccc(/C(C)=N/N=C(\C)c2cccc(OC)c2)c1,3.2µM*,3.2µM*,?,6.7µM*,26%,.,?,?,-16,21%,-1%
Cc1cccc(OCC(=O)NNC(=O)Nc2cccc(Cl)c2)c1C,2%,-3%,3%,5%,?,0%,-6%,0%,-1,-8%,-2%
O=C(NC1CCCc2ccccc21)C1CCN(S(=O)(=O)c2cccc3nonc23)CC1 (stereo not drawn),4%,-3%,4%,0%,-2%,0%,-10%,-2%,6,-9%,9%
CC(=O)c1cccc(N(C(=O)c2ccco2)C(C(=O)NC2CCCC2)c2ccccc2F)c1 (stereo not drawn),-20%,0%,-7%,?,?,5%,32%,1%,11,6%,3%
Cc1cc(F)ccc1S(=O)(=O)Nc1ccccc1C(=O)Nc1ccccc1-c1nc2ccccc2[nH]1,-89%,1%,-17%,3%,14µM*,4%,-8%[10 µM],0%,-9,?,3%
